High-throughput results (PubChem)
PAFAH1B2 FP inh: PAFAH1B2 (human) inhibition | P68402 | recombinant PAFAH1B2, FP-rhodamine activity probe, fluorescence polarization | inhibition, % at 3.39 µM | 340,000 compounds, 1.2% hits;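 active means inhibition above the mean of all tested compounds plus 3 SD, cut at about 24% in these data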;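 further: 0% = enzyme with DMSO and 100% = wells lacking PAFAH1B2; many of its hits are not listed in these tables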
Target sequence (P68402 whole entry, looked up): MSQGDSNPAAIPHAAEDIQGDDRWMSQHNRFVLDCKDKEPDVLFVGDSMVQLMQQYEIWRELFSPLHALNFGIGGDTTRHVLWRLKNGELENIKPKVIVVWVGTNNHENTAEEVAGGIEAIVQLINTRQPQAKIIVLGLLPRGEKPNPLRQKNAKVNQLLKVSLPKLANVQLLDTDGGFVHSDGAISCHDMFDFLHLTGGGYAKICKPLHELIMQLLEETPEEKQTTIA
GSTO1 counter: blocks human GSTO1 in RBBP9 counter-screen. P78417. recombinant GSTO1, activity-based probe fluorescence polarization. inhibition, % at 5.96 µM. 300,000 compounds, 1.1% hits. AID 1974;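 active means inhibition above the campaign mean inhibition plus 3 SD, cut at about 35% in these data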;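 further: 0% = GSTO1-1 with DMSO and 100% = wells lacking GSTO1-1 enzyme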
PME-1 primary: PME-1 (human) inhibition; Q9Y570; recombinant PME-1, FP-Rh probe fluorescence polarization; inhibition, % at 5.9 µM; 320,000 compounds, 0.53% hits; AID 2130;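 active means inhibition above the campaign mean of all compounds plus 3 SD, cut at about 26% in these data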;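 further: competitive labeling of PME-1 active site by serine hydrolase directed probe; 0% = PME-1 with DMSO and 100% = wells lacking PME-1 enzyme; inhibitors block probe labeling so polarization falls and inhibition rises; many of its hits are not listed in these tables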
LYPLA1 counter: LYPLA1 (human) inhibition in PME1 counter-screen | O75608 | recombinant LYPLA1, FP-Rh probe fluorescence polarization | inhibition, % at 5.9 µM | 320,000 compounds, 0.16% hits | AID 2174;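 active means inhibition above the mean of all tested compounds plus 3 SD, set per campaign, cut at about 14% in these data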;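 further: inhibitors block serine hydrolase probe labeling of LYPLA1 so polarization falls; 0% = enzyme with DMSO and 100% = wells lacking LYPLA1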
pPAFAH inh: pPAFAH (human) enzyme inhibition | Q13093 | recombinant pPAFAH, FP-rhodamine probe fluorescence polarization | inhibition, % at 3.39 µM | 330,000 compounds, 1.5% hits;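 active means inhibition above the mean inhibition across the screen plus 3 SD, cut at about 25% in these data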;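 further: inhibitors block binding of the rhodamine activity-based probe so polarization drops; 0% = enzyme with DMSO and 100% = wells lacking pPAFAH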
PAD4 FP inh: blocks human protein arginine deiminase 4 | inhibition, % at 6.36 µM | 330,000 compounds, 0.41% hits | recombinant PAD4, RCA probe fluorescence polarization | Q9UM07;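 active means percent inhibition above a cutoff equal to the mean of all tested compounds plus 3 SD, cut at about 15% in these data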;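 further: 0% = PAD4 with RCA probe and DMSO and 100% = probe without PAD4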
Target sequence (Q9UM07 whole entry, looked up): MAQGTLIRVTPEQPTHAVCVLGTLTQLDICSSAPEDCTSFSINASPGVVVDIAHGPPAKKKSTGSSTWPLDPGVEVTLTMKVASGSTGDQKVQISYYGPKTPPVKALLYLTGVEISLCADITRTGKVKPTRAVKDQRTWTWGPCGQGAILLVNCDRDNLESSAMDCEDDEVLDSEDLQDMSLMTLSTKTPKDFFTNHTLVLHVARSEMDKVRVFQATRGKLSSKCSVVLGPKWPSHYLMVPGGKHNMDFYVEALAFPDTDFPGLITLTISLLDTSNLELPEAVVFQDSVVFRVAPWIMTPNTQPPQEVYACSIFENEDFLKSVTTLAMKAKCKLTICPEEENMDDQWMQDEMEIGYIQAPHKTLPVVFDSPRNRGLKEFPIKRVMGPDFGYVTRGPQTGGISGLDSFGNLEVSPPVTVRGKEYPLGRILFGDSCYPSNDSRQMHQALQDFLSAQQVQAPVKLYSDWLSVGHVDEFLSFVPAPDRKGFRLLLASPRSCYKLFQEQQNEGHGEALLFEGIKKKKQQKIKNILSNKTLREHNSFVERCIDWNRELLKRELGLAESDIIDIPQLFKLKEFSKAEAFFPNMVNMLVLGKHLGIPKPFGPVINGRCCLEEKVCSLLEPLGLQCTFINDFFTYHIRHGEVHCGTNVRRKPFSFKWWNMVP
PAFAH1B3 FP inh: PAFAH1B3 (human) inhibition | 340,000 compounds, 0.28% hits | Q15102 | recombinant PAFAH1B3, FP-rhodamine probe, fluorescence polarization | AID 492972 | inhibition, % at 3.39 µM;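 active means inhibition above the screen-wide average of all tested compounds plus 3 SD, cut at about 25% in these data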;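 further: 0% = enzyme with DMSO only and 100% = wells lacking PAFAH1B3 protein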
Target sequence (Q15102 whole entry, looked up): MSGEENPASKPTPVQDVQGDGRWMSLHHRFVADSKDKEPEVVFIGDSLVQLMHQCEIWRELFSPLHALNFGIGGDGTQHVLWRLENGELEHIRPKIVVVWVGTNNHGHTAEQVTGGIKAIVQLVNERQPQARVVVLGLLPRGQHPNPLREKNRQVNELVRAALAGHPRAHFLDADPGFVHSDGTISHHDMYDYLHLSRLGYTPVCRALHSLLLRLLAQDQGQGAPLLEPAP
PAFAH2 FP inh: PAFAH2 (human) inhibition; recombinant PAFAH2, FP-rhodamine activity probe, fluorescence polarization; inhibition, % at 3.39 µM; 340,000 compounds, 0.99% hits; AID 492956;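 active means inhibition above the mean over all tested compounds plus 3 SD, cut at about 30% in these data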;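 further: inhibitors block probe labeling of enzyme so polarization drops; 0% = enzyme with DMSO and 100% = wells lacking PAFAH2 protein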
Fam108B inh: counter-screen for RBBP9 inhibitors: inhibitors of mouse Fam108B; 300,000 compounds, 0.33% hits; recombinant Fam108B, FP-Rh probe fluorescence polarization; inhibition, % at 9.51 µM;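 active means inhibition above the screen mean inhibition plus 3 SD, computed separately per campaign, cut at about 18% in these data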;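 further: inhibitors lower polarization as less probe binds the enzyme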
Numbers without * were called inactive; . = no result given. Not all compounds are listed; the hit share may differ from the screen's.

Each structure is followed by: PAD4 FP inh	LYPLA1 counter	PAFAH2 FP inh	PAFAH1B2 FP inh	GSTO1 counter	PME-1 primary	Fam108B inh	PAFAH1B3 FP inh	pPAFAH inh
#1 NC(=S)Nc1cccc2cc3ccccc3cc12
    -12	2	10	5	10	13	6	7	19
#2 O=C(OCc1cn(-c2ccc(Cl)c(Cl)c2)nn1)c1ccccc1Cl
    -2	-9	44*	6	-9	-10	-8	2	7
#3 CCN1/C(=C2/SC(=S)N(NC(C)=O)C2=O)Sc2ccc(Cl)cc21
    -1	1	2	1	-2	1	1	6	11
#4 CCN(C(=O)COC(=O)c1ccc(OC)c(S(=O)(=O)N2CCCc3ccccc32)c1)C1CCS(=O)(=O)C1 (centres undefined)
    0	5	7	16	-2	9	0	13	7
#5 O=C(Cn1cnc2scc(-c3ccc(Cl)cc3)c2c1=O)N1CCOCC1
    -5	-2	13	1	18	0	-1	8	-2
#6 N#Cc1ccc(NC(=O)c2nc(-c3ccccc3)n(-c3ccccc3)n2)cc1
    -3	-1	-2	5	-8	-4	-6	6	1
#7 CCC(CC)NC(=O)CSc1nnc(-c2ccc(OC)cc2)n1C(C)C
    -2	-1	-4	2	-1	0	1	11	1
#8 COc1cc(NC(=O)C2CCCN(S(=O)(=O)c3cnc[nH]3)C2)cc(OC)c1 (centres undefined)
    1	4	11	1	2	0	2	8	4
#9 CCOC(=O)N1CCc2c(sc3c2c(=O)n(Cc2ccccc2)c(=O)n3Cc2cccc(C)c2)C1
    1	-1	0	2	1	-3	1	5	3
#10 CCS(=O)(=O)c1ccc2c(c1)N(S(C)(=O)=O)CC(C(=O)NC1CC1)O2 (centres undefined)
    -6	1	1	3	-11	-12	-8	7	-5
#11 Cc1[nH]c2ccccc2c1C1(O)C(=O)N(C(C)C)c2ccccc21 (centres undefined)
    -9	3	-1	3	25	-1	1	0	5
#12 O=C(CSc1nc(-c2ccccc2)nc2c1Cc1ccccc1O2)Nc1ccccc1
    -2	3	.	.	4	-6	-10	.	3
#13 Cc1c(OCC(=O)OC(C)C)ccc2c3c(c(=O)oc12)CCC3
    3	3	5	4	3	1	-1	0	-3
#14 Cc1cc(C)c(C(=O)c2ccc(C(=O)NC(C)(C)C)cc2)c(C)c1
    0	-2	5	5	1	5	1	13	-1
#15 O=C1CN(C(=O)COC(=O)COc2ccc3c(c2)CCC3)c2ccccc2N1
    4	2	-3	-1	5	-1	0	-13	12
#16 CCN1C(=O)c2n[nH]c(C(=O)OC)c2C1=O
    0	3	-3	5	4	-2	-2	2	0
#17 COc1ccc(C)cc1Nc1nc(N)c2cc(OC)c(OC)cc2n1
    -7	9	6	7	-6	21	9	10	24
#18 CCOCCCNC(=O)c1cc(Sc2ccc(F)cc2)nc2ccccc12
    1	-1	10	1	-5	-1	3	7	12
#19 CCN1CCN(C2=NC(=O)/C(=C/c3ccc(C)o3)S2)CC1
    -3	2	-2	4	7	-3	-1	0	4
#20 CCc1ccc(NS(=O)(=O)c2c(C(=O)N3CCOCC3)c(C)n(C)c2C)cc1
    3	1	3	3	0	3	5	2	5
#21 CC(=O)c1ccc(N2CCN(C(=O)CCN3C(=S)NC(C)(C)CC3C)CC2)cc1 (centres undefined)
    6	-1	4	3	-8	4	4	4	2
#22 CCCOc1ccc(C(=O)OCC(=O)c2c(N)n(C)c(=O)n(C)c2=O)cc1OCC
    -5	1	-3	-2	-2	0	-2	-2	-2
#23 CCOC(=O)C1C(=O)C=C(c2ccc(Br)cc2)CC1c1ccco1 (centres undefined)
    -2	-4	6	8	1	-4	2	2	8
#24 Cc1cccc(NC(=O)CCc2ccc(S(=O)(=O)NC3CCCCC3)cc2)c1
    -7	-6	2	-9	1	8	-3	0	10
#25 COc1ccc(CC(=O)Oc2ccccc2C)cc1S(=O)(=O)N1CCOCC1
    -4	-2	3	3	7	2	-2	-2	0
#26 Cc1cccc(C)c1N=C1SC(CC(=O)Nc2c(C)cccc2C)C(=O)N1CCc1ccccn1 (centres undefined)
    -2	2	-1	-2	6	0	0	3	1
#27 COc1ccc(C(=O)/C=C/Nc2cc(C)ccn2)cc1
    0	0	6	10	-2	-6	4	4	0
#28 Cc1cc(C)c(NC(=O)CSc2nnc(SCC(=O)Nc3c(C)cc(C)cc3C)n2N)c(C)c1
    -4	0	-5	-2	-7	-5	0	10	-2
#29 COc1ccc(CC(=O)NCc2n[nH]c(=S)n2-c2ccc(Br)cc2)cc1
    -2	-1	3	14	0	-1	3	5	5
#30 Cn1c(/C=N/NC(=O)c2ccccc2)nc2ccccc21
    -1	1	8	1	0	-5	0	6	2
#31 CCOC(=O)/C(C#N)=C(C)/C=C1\Sc2ccccc2N1CC
    5	4	2	-1	6	-5	-4	1	13
#32 O=C(Cn1cnc2c(cnn2-c2ccccc2)c1=O)N1CCN(c2ccc(F)cc2)CC1
    1	-4	3	5	15	-1	7	2	2
#33 COc1cc(=O)[nH]c(SC(C)C(=O)Nc2nc3c(s2)CCCC3)n1 (centres undefined)
    2	-1	5	2	5	1	-3	4	3
#34 COc1ccc(-c2nnc3ccc(SCC(=O)N4CCCCC4)nn23)cc1OC
    -1	-2	4	2	2	2	-1	7	0
#35 Cn1c(SCC(O)c2ccccc2)nnc1-c1ccc2ccccc2c1 (centres undefined)
    1	-1	8	6	-10	-7	-7	6	14
#36 Cc1onc(-c2c(Cl)cccc2Cl)c1C(=O)NNC(=O)c1c(-c2c(Cl)cccc2Cl)noc1C
    1	-1	14	3	1	-5	-5	6	-6
#37 C=CCNC(=O)c1ccc(-c2ccc([N+](=O)[O-])cc2)o1
    -1	1	0	-1	9	5	2	0	14
#38 COc1ccc(/C=C/C(=O)N(Cc2cccs2)C2CCS(=O)(=O)C2)cc1 (centres undefined)
    1	2	-3	3	14	1	2	6	1
#39 Cc1ccc(S(=O)(=O)N(C)c2ccc(C(=O)N3CCN(Cc4ccc5c(c4)OCO5)CC3)cc2)cc1
    0	0	2	4	12	2	-2	-6	9
#40 CCCCCCCCN1[C@@H](CC(=O)OCC)c2cc(F)ccc2S1(=O)=O
    -5	0	0	2	-5	-3	3	14	8
#41 COc1ccc(NC(=O)CS(=O)(=O)Cc2nc(-c3ccc(C)cc3)oc2C)cc1
    5	0	5	4	-1	-4	-1	1	5
#42 CC(C)OC(=O)C(C)Nc1ccc(F)c(Cl)c1 (centres undefined)
    -1	2	-4	1	0	3	0	-2	3
#43 Cc1ccc(CNC(=O)CCS(=O)(=O)c2ccc(Cl)cc2)cc1
    1	1	1	4	-4	4	1	9	2
#44 O=C(CCn1c(=O)[nH]c2ccsc2c1=O)N1CCN(c2cccc(Cl)c2)CC1
    3	4	1	2	12	4	3	6	9
#45 COc1ccc(C2=CC(=O)C[C@H](c3ccc(Cl)cc3)C2)cc1
    -5	-2	0	4	.	16	.	-2	3
#46 N#Cc1c(N)n[nH]c1-c1cc2c([nH]1)CCCC2
    2	0	2	8	2	7	1	9	5
#47 Cc1[nH]c(C)c(S(=O)(=O)NCC(C)c2ccccc2)c1C(=O)N1CCCCC1 (centres undefined)
    5	0	2	5	1	-9	2	3	24
#48 COc1ccc(-c2nc(CS(=O)CC(=O)NCCC3=CCCCC3)c(C)o2)cc1 (centres undefined)
    3	4	-4	5	3	-3	2	-5	0
#49 O=C(/C=C/c1cccs1)N1CCOCC1
    -2	1	7	-3	3	-2	-1	-1	1
#50 COc1ccc(C(C)=O)cc1COC(=O)c1c(C)noc1C
    1	1	4	3	0	5	2	-1	3

Next entries.
Each structure is followed by: PAD4 FP inh	LYPLA1 counter	PAFAH2 FP inh	PAFAH1B2 FP inh	GSTO1 counter	PME-1 primary	Fam108B inh	PAFAH1B3 FP inh	pPAFAH inh
#51 NC(N)=Nc1nc2ccc(Cl)cc2c(=O)[nH]1
    -6	0	3	-3	4	-5	-2	11	0
#52 CCCC[C@@H]1C[C@H]1[C@@H](NC(=O)c1ccco1)c1ccccc1C(F)(F)F
    0	-4	.	.	0	-3	-3	.	4
#53 Fc1cc2[nH]c(=S)[nH]c2cc1Cl
    -2	0	9	7	12	-3	3	15	3
#54 Cc1[nH]c(C)c(S(=O)(=O)NCCc2ccc(S(N)(=O)=O)cc2)c1C(=O)N1CCCC1
    -4	-1	2	5	-5	-4	-1	5	4
#55 CCCCn1c(N)c(N(CCC(C)C)C(=O)C2CC(=O)N(c3ccc4c(c3)OCCO4)C2)c(=O)[nH]c1=O (centres undefined)
    -2	3	-3	3	-2	-7	-1	6	5
#56 O=C(Cn1nnc2c(cnn2-c2ccc(F)cc2)c1=O)Nc1ccccc1C(F)(F)F
    -3	3	-14	4	-1	7	0	5	7
#57 Cc1ccnc2nc(C(=O)OCC(=O)N3CCc4ccccc43)nn12
    -4	-1	8	6	6	-3	0	3	1
#58 O=C(Nc1ccc(Cl)cc1)N1CCc2ccccc2C1
    -2	0	0	3	2	2	0	4	0
#59 Cc1ccccc1NC(=O)CN1CCC(n2nnc3ccccc32)CC1
    -2	4	9	-4	6	6	-3	-5	4
#60 Cc1ccc(C(=O)N2CCCC(N3CCN(c4cccc(C(F)(F)F)c4)CC3)C2)s1 (centres undefined)
    0	10	7	-2	-8	3	-2	11	5
#61 COc1ccc(CNC(=S)N2CCN(Cc3ccccc3)CC2)cc1
    4	-1	-1	4	1	2	-3	9	2
#62 Cc1cc(-c2n[nH]c(=S)n2/N=C/c2cccc([N+](=O)[O-])c2)n[nH]1
    5	-5	12	2	13	-8	0	6	-4
#63 O=C(Nc1cccc(-c2nc3cccnc3s2)c1)c1cccnc1Cl
    0	-3	-2	3	-7	-3	3	-2	0
#64 COc1cccc(N2CCN(C(=O)CN3C(=O)NC4(CCCC4)C3=O)CC2)c1
    1	2	3	3	5	-1	11	-6	-2
#65 COc1ccc(NC2CCCN(C(=O)CCc3cn[nH]c3)C2)cc1 (centres undefined)
    -6	-2	-2	6	10	4	1	-7	1
#66 CC(C)(C)c1ccccc1OCCCCN1CCCC1
    -2	1	-7	5	8	2	3	-3	4
#67 Cc1ccc(CNC(=O)C(=O)NCC2OCCN2C(=O)c2ccc(Cl)cc2)cc1 (centres undefined)
    2	-2	-6	6	-2	1	1	-7	8
#68 COc1cccc(/C=N/Nc2nc3ccccc3[nH]2)c1OC
    -3	0	4	3	-12	-24	2	-5	12
#69 Cc1ccc(SC(C)C(=O)Nc2c(C)n(C)n(-c3ccccc3)c2=O)cc1 (centres undefined)
    6	-2	3	1	7	-7	0	6	2
#70 Clc1ccc(Oc2cnns2)c(Cl)c1
    -3	4	5	7	6	-1	8	7	-5
#71 COc1ccccc1-n1c(=O)c2c3c(sc2n2c(SC)nnc12)CCC3
    -1	-4	0	-4	8	-1	0	3	2
#72 COC(=O)/C(=N/Nc1ccccc1C)N1CCCc2ccccc21
    1	5	10	3	3	-2	0	1	7
#73 Cc1cc(-c2ccc(C)c(S(=O)(=O)NCC3CCN(Cc4ccccc4F)CC3)c2)on1
    0	-2	-1	1	-3	-2	-1	1	4
#74 CC(C)N1C(=O)/C(=C\c2nc3ccccc3c(=O)[nH]2)c2ccccc21
    2	3	7	-4	-1	8	2	-8	2
#75 CCN(C[C@H]1N[C@@](CC)(C(=O)OC)[C@H]2C(=O)N(Cc3ccccc3)C(=O)[C@@H]12)C(=O)Nc1ccc(Cl)cc1
    -7	.	1	11	.	.	.	7	4
#76 Cc1ccc[n+](CC(=O)Nc2nc3ccccc3s2)c1
    1	3	0	1	7	1	6	7	2
#77 COC(=O)c1cccc(NC(=O)CSc2nc(C)cc(=O)[nH]2)c1
    -4	-3	0	0	-9	1	-2	0	7
#78 COc1cccc(-n2cc3c(c2-c2ccccc2)c(=O)n(C)c(=O)n3C)c1
    2	2	3	3	-9	1	2	4	9
